DNMT1 block – blocks human DNA methyltransferase DNMT1; P26358; DNMT1 molecular beacon, Hinp1I cleavage, fluorescence; inhibition (reported as % activation of signal), % at 10 µM; 360,000 compounds, 0.83% hits; AID 588458; in the data active = inhibition above about 50%
Rpn11 inh – blocks the human proteasome subunit Rpn11. O00487. human 26S proteasome, Ub4-pepOG fluorescence polarization; 20S core pre-blocked with epoxomicin. calls only at 20 µM. 360,000 compounds, 0.59% hits. AID 588493;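 active = inhibition at 20 µM, scaled to each plate's controls, above about 33%, limit read from the data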
Target sequence (O00487 whole entry, looked up): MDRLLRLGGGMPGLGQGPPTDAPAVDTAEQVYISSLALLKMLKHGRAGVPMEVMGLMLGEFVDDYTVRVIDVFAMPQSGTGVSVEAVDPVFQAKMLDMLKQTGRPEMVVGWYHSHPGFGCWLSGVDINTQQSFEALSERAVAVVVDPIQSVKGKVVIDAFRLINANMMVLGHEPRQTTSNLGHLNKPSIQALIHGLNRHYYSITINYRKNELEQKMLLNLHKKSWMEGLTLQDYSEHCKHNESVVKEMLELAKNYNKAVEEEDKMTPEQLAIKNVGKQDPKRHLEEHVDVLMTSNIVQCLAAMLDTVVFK
SUMO1-SIM PPI – alters human SUMO1 binding to SIM partners; AID 602429; inhibition, % at 20 µM; 360,000 compounds, 0.33% hits; SUMO1 binding to a labelled peptide, TR-FRET, 1 h; in the data active = inhibition above about 37%
Target sequence (P63165 whole entry, looked up): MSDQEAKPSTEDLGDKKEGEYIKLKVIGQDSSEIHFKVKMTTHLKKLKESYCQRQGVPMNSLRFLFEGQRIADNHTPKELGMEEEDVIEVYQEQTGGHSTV
SKN-1 block – C. elegans SKN-1 inhibition. inhibition, % at 21.8 µM. AID 624304. C. elegans VP596 Pgst-4::GFP/RFP ratio, acrylamide-induced, 24 h. 360,000 compounds, 0.49% hits;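 active = interference check ratio from 0.5 to 1.5 plus GFP to RFP signal ratio inhibition reaching or exceeding a fixed threshold, cut at about 30% in these data, passing the limit was not always enough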; also: some compounds called inactive have numbers as strong as hits
STEP inh – STEP (human) phosphatase inhibition | P54829 | recombinant STEP, OMFP fluorogenic substrate, fluorescence | inhibition, % at 20 µM | 360,000 compounds, 0.25% hits;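 active = inhibition at 20 µM, scaled per plate between control wells, above about 37%, limit read from the data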;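 also: 0% = DMSO with enzyme and substrate and 100% = substrate only without enzyme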
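System: isolated STEP enzyme; schedule: 20 min enzyme reaction at room temperature, protected from light; medium: Bis-Tris buffer pH 6.0, 2.5 mM DTT, 0.005% Tween 20; signal: fluorescence, 480/540 nm; dosing: single compound dose of 20 µM, 1% DMSO final; also added: OMFP substrate, 25 µM final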
NadD inh – blocks S. aureus nicotinate mononucleotide adenylyltransferase. 360,000 compounds, 0.78% hits. purified NadD enzyme, colorimetric absorbance read-out. AID 602399. inhibition, % at 20 µM; in the data active = inhibition above about 26%; also: some compounds past the cut are filed as inactive
LMPTP block – LMPTP (human) inhibition; 360,000 compounds, 0.22% hits; AID 651560; inhibition, % at 20 µM; recombinant LMPTP-A, OMFP fluorogenic substrate, fluorescence intensity;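 active = compounds that cut the enzyme signal by at least half of the control window in the single-dose screen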;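 also: plate controls were DMSO wells with enzyme plus substrate for no effect and substrate without enzyme for full effect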
Target sequence (P24666 whole entry, looked up): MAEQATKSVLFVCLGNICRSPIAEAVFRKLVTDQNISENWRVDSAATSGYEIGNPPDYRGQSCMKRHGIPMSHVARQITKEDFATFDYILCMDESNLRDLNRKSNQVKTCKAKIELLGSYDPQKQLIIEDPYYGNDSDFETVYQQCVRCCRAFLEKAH
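test system = LMPTP-A | amount = 0.625 nM LMPTP-A final | reagent = fluorogenic phosphatase substrate OMFP at 400 µM final | incubation = 50 min at room temperature | benchmarks = no-enzyme low control, uninhibited high control | medium = Bis-Tris pH 6.0, DTT, detergent | signal = fluorescence intensity of OMFP turnover product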
CendR NRP1 mod – alters CendR peptide binding to human NRP-1; O14786; FAM-RPARPAR peptide binding to NRP-1, fluorescence polarization; inhibition, % at 25 µM; 360,000 compounds, 0.85% hits;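 active = inhibition or corrected inhibition above about 18%, plus a signal ratio from 0.5 to 1.5, limit read from the data, passing the limit was not always enough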; also: strong numbers were not always called active
Scp-1 inhibitor – inhibitors of human Scp-1 phosphatase | Q9GZU7 | Recombinant Scp1, phosphopeptide, malachite green phosphate absorbance | inhibition, % at 20 µM | 340,000 compounds, 0.88% hits | AID 493091;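 active = inhibition above about 50% at 20 µM, limit read from the data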;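 also: plate controls were DMSO wells with enzyme for no effect and wells lacking enzyme for full effect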
Target sequence (Q9GZU7 76-261 limits assumed): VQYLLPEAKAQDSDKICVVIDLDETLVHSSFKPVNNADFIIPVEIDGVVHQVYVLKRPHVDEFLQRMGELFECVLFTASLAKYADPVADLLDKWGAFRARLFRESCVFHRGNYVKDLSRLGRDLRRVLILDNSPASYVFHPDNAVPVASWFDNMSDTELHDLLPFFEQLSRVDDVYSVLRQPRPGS
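assay system = SCP-1 phosphatase catalytic domain, residues 76-261 | buffer or medium = 50 mM Tris acetate pH 5.5, 0.005% Tween-20, 10 mM MgCl2 | incubation = enzyme reaction 45 min at room temperature, colour 5 min, stabilisation 30 min | signal = Phosphate-binding colour reagent, absorbance read at 630 nm | measure = % inhibition at 20 µM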
MT1-MMP act inh – MT1-MMP (human) activation inhibition; 360,000 compounds, 0.061% hits; P50281; HT1080 RFP-PRO-GFP cells, GFP/RFP ratio fluorescence, overnight; percent of plate control window, DMSO zero; GFP/RFP ratio change, % at 20 µM; AID 651647;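 active = GFP/RFP ratio change of at least 30% with cell ATP level not reduced by more than half and red fluorescence within 50% of control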; also: strong numbers were not always called active
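Assay system – RFP-PRO-GFP reporter HT1080 cells · Compound dosing – single dose of 20 µM compound, 1% DMSO final · Incubation – overnight compound exposure at 37 °C · Measure – GFP/RFP fluorescence ratio · Benchmarks – DMSO wells and RFP-L50D-GFP cells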
The depositor's hits bear a star; i = inactive; . = no result given; + = active, no number.

mol	DNMT1 block	Rpn11 inh	SUMO1-SIM PPI	SKN-1 block	STEP inh	NadD inh	LMPTP block	CendR NRP1 mod	Scp-1 inhibitor	MT1-MMP act inh
COc1ccccc1CNC(=O)C1CCC(CNS(=O)(=O)c2ccc(C)cc2)CC1 (stereo not given)	-1	i	-2	-11	0	-2	-0.3	16	-2	0
CC1(C(=O)Nc2cnc3ccccc3c2)CCN1Cc1ccc(OC(F)(F)F)cc1 (stereo not given)	-2	i	-2	16	2	-4	2.5	-2	.	-2
O=C(Nc1ccc(Oc2ccccc2)cc1)C1CCCN(c2ncccn2)C1 (stereo not given)	-10	i	4	8	-1	-3	1.3	4	-1	-2
CCOc1ccc(CCNC(=O)c2cc(S(=O)(=O)N3CCOCC3)ccc2C)cc1OCC	-1	i	4	3	-1	-2	-0.2	3	-4	0
CC(=O)N[C@@H](Cc1ccc(O)cc1)CN1C(N)=NC[C@@H]1CC(C)C	2	i	-5	14	-2	5	-0.4	-5	-6	1
CC(C)(C)CN1CCN(CCCc2ccccc2)C(CCO)C1 (stereo not given)	-1	i	3	-18	1	0	-0.1	-1	-7	0
COC(=O)C1CCN(C2CC(=O)N(c3cc(C)cc(C)c3)C2=O)CC1 (stereo not given)	2	i	-2	-8	-1	-6	-0.9	-4	-8	0
CCN(CC)CCN(C(=O)c1ccc2ccccc2c1)c1nc2ccc(F)cc2s1	4	i	-5	-10	-2	-10	-1.9	-1	6	-5
O=C(c1ccc(Cl)c(S(=O)(=O)N2CCCCC2)c1)N1CCCCC1	0	i	-1	21	4	-1	0.1	17	-8	0
CN(C(=O)COC(=O)CNC(=O)c1cccs1)c1c(N)n(Cc2ccccc2)c(=O)[nH]c1=O	1	i	2	17	1	3	-0.3	1	-5	0
CCn1c(/N=C/c2c[nH]c3ccccc23)nc2ccccc21	-13	i	2	11	3	-4	6.7	-8	-4	1
COC(=O)Nc1ccc(S(=O)(=O)N2CCC(C)CC2)cc1	-1	i	1	-21	-2	-9	-1.8	-3	-11	1
CN(CCc1ccccn1)S(=O)(=O)c1ccc2c3c(cccc13)C(=O)N2	4	i	-10	-28	-5	3	-1.7	2	0	-4
Cc1cccc(C(=O)N2CCC(=O)N(C(COCc3cccc(C(F)(F)F)c3)Cc3ccccc3)CC2)c1 (stereo not given)	-8	i	2	8	4	4	2.4	9	-8	3
CCCC(C)c1nnc(NC(=O)CS(=O)(=O)Cc2ccccc2)s1 (stereo not given)	7	i	2	27	6	7	0.5	-7	1	-6
O=C(NNC(=O)c1ccc(Oc2ccc(C3SCCS3)cc2)o1)c1ccc(Cl)cc1	-1	i	4	7	5	10	2.5	-11	-7	-3
CCCCn1c(SCC(=O)c2ccc(O)c(O)c2)nc2ccsc2c1=O	-2	i	5	9	0	13	7.8	-75	-12	1
Cc1cc(C)c2c(c1)OC(=O)CC2c1ccccc1C (stereo not given)	1	i	5	-6	2	-5	0.9	4	-7	1
CC(C)CCC(O)(CCC(C)C)C(=O)NN1CCCCC1	1	i	2	-2	-1	3	-2.9	5	-8	2
O=C(O)Cc1ccc(NC(=S)NCc2ccco2)cc1	3	i	-1	-10	0	3	-1.1	-7	-7	2
CC(=O)c1sc(=S)n(-c2ccc(Cl)cc2)c1C	-2	i	-19	3	-2	9	0.5	6	-7	3
CN(Cc1ccc2nsnc2c1)Cc1nc(Cc2cccc(F)c2)no1	15	i	-32	-6	2	-1	-0.5	12	-16	-4
COC(=O)c1sc2cc([N+](=O)[O-])cc(SCC(C)C)c2c1N	6	.	-7	2	-1	-7	0.8	-59	-4	-135
CCN(CC)C(=O)C1=C(C)N(CCCN2CCCC2=O)C(=O)C(CC(=O)NCCc2ccccn2)C1 (stereo not given)	5	i	4	-3	-3	5	-0.7	2	.	4
O=C(NCc1n[nH]c(=S)n1-c1ccc(Br)cc1)c1cccs1	0	i	-1	2	10	-4	0.7	8	1	-3
O=C(Nc1ccc(O)cc1)C1CCCN1S(=O)(=O)c1ccc(F)cc1 (stereo not given)	-2	i	1	2	-2	1	-0.1	-8	-10	10
CC[C@]1(C(=O)OC)[C@H]2C(=O)N(C)C(=O)[C@H]2[C@H]2CN=C(SCc3ccc(C)cc3)N21	4	i	6	5	0	0	-2.0	2	8	2
Oc1cccc(/C=N/NC(=S)NCCN2CCOCC2)c1O	-1	i	-10	3	1	-6	0.0	-1	-16	3
C[C@@H]1CN([C@H](C)CO)C(=O)c2cc(C3=CCCCC3)cnc2O[C@@H]1CN(C)Cc1ccccc1C(=O)O	-1	i	2	-3	2	-1	-5.8	16	.	-3
CCCn1nnnc1NCc1ccc(CC)cc1	0	i	0	10	0	0	-1.1	5	-6	0
CCCN(CCC)C(=S)NC(=O)c1ccc(-c2ccccc2)cc1	-2	i	1	-1	3	-10	1.9	-12	-8	3
O=C(OCc1cc2ccccc2[nH]c1=O)c1cccnc1	1	+	-1	1	3	-3	-0.3	2	-4	3
Cc1cc(/C=C(\C#N)C(=O)O)c(C)n1-c1ccc(Br)cc1	11	i	-8	-4	2	-1	0.2	-5	-6	1
COc1ccc(OC)c(NC(=O)C2(C)CCN2Cc2cccc(OC)c2OC)c1 (stereo not given)	-2	i	1	13	2	-6	0.6	13	.	0
COc1ccc(NC2CCCN(C(=O)CCC3=NNC(=O)CC3)C2)cc1 (stereo not given)	-2	i	1	7	1	0	2.2	3	-7	-2
COc1cc2ccccc2cc1C(=O)OCC(=O)N(C)c1c(N)n(Cc2ccccc2)c(=O)[nH]c1=O	-1	i	-9	-3	0	6	1.6	-11	-5	-4
CCc1nnc(NC(=O)c2ccc(S(=O)(=O)N3CCCCC3)cc2)s1	0	i	-2	2	3	-1	-1.2	-4	0	3
Clc1c2c(nc3ccccc13)CCC2	3	i	3	-4	-1	-1	-0.6	-7	-10	1
Cc1cc(C)n(-c2ncc3c(n2)N(C)CCOC3=O)n1	0	i	-1	-9	4	-3	-2.4	15	-5	2
CC1CCCN(S(=O)(=O)CCNC(=O)c2ccccc2)C1 (stereo not given)	2	i	-1	3	-2	-8	-0.7	2	1	3
CC(C)(Cc1ccc(O)cc1)NC(=O)c1ccccc1	2	i	3	6	-2	-2	-3.3	1	-2	3
CCn1c(SCC(=O)Nc2cc(C)on2)nnc1-c1ccc(OC)cc1	4	i	0	-2	-2	-2	-0.8	4	3	2
Cc1csc(NC(=O)C(NC(=O)c2ccccc2F)C(C)C)n1 (stereo not given)	-1	i	2	-11	1	-1	0.7	-6	-5	1
Cc1nnc(C)c2c(C)n(N)c(C)c12	-13	i	-4	5	0	4	-1.6	10	-4	7
CCOCCCNC(=O)c1cc2cc3cc(OC)ccc3nc2o1	1	i	-28	-1	4	-7	-0.7	-20	-10	4
CNC(=S)/N=C(/Nc1ccccc1)c1ccccc1	1	i	-2	9	2	0	-0.9	5	-10	5
Cc1nc2c(C(=O)N3CCCC3)cnn2c(C)c1Cc1c(F)cccc1Cl	1	i	-3	17	1	-11	0.3	-13	-2	1
CCNC(=O)n1nccc1C(C)Oc1cccc(C(F)(F)F)c1 (stereo not given)	9	i	-1	-4	0	7	-0.9	-4	-7	-1
CCC(CC)C(=O)Nc1cccc(C(=O)Nc2ccc(OC)cc2[N+](=O)[O-])c1	5	i	-7	-2	1	9	-1.4	-23	-4	5
O=C(CN1C(=O)S/C(=C/c2cccn2-c2ccc(O)cc2)C1=O)N1CCCC1	-3	i	-15	7	1	10	0.3	-10	-1	-7
CC1(NC(=O)Cc2ccc(S(=O)(=O)N3CCOCC3)s2)CCS(=O)(=O)C1 (stereo not given)	1	i	-5	-1	3	-2	0.7	10	-3	-4
Cc1ccc(Sc2ncnc3onc(C)c23)c(C)c1	1	i	3	2	0	4	-0.1	-6	-5	-8
COc1cc(CNn2nnnc2N)cc(Br)c1OCc1c(Cl)cccc1Cl	-6	i	-4	9	1	0	0.0	5	-7	-1
Cc1ccsc1C(=O)OCC(=O)c1cc(C)n(CC2CCCO2)c1C (stereo not given)	-6	i	-4	-13	1	-4	-0.1	4	-13	1
CC1=C(C(N)=O)C(c2ccc(Cl)cc2Cl)n2ncnc2N1 (stereo not given)	-5	i	-5	-9	1	-7	-1.2	-2	0	-4
Nc1ncccc1OCc1cccc(C(F)(F)F)c1	2	i	5	5	-1	-2	5.1	-2	2	-1
O=[N+]([O-])c1nn(-c2ccc3c(c2)OCCO3)n(O)c1=NC1CCCCCC1	-5	i	-30	0	1	-8	0.2	-6	-13	4
CCOc1ccccc1NC(=O)COC(=O)C(Cc1ccccc1)NC(=O)c1ccco1 (stereo not given)	-3	i	4	-6	-1	-4	-0.4	3	-10	2
O=C(Nc1ccc(F)cc1F)Nc1ccc(F)cc1F	-1	i	1	8	-1	-6	-0.7	-5	-5	-7
CC(NC(=O)/C=C/c1ccc(Br)cc1)c1ccc(Cl)cc1 (stereo not given)	-3	i	1	5	1	-4	-0.6	3	-2	1
O=C(N/N=C/c1ccco1)c1csc2c1CCCC2	4	i	-9	15	-1	1	-1.2	27*	0	-4
C=CCc1cccc2cc(C(=O)N3CCN(c4ccccn4)CC3)c(=O)oc12	-3	i	-2	-7	-1	-3	-1.1	12	-3	3

An excerpt from above in order of the SUMO1-SIM PPI value, ascending.
Molecule	DNMT1 block	Rpn11 inh	SUMO1-SIM PPI	SKN-1 block	STEP inh	NadD inh	LMPTP block	CendR NRP1 mod	Scp-1 inhibitor	MT1-MMP act inh
CCC(CC)C(=O)Nc1cccc(C(=O)Nc2ccc(OC)cc2[N+](=O)[O-])c1	5	i	-7	-2	1	9	-1.4	-23	-4	5
COc1cc(CNn2nnnc2N)cc(Br)c1OCc1c(Cl)cccc1Cl	-6	i	-4	9	1	0	0.0	5	-7	-1
CNC(=S)/N=C(/Nc1ccccc1)c1ccccc1	1	i	-2	9	2	0	-0.9	5	-10	5
CCCN(CCC)C(=S)NC(=O)c1ccc(-c2ccccc2)cc1	-2	i	1	-1	3	-10	1.9	-12	-8	3
Cc1ccc(Sc2ncnc3onc(C)c23)c(C)c1	1	i	3	2	0	4	-0.1	-6	-5	-8
